bCat KO growth: beta-catenin-lacking colon tumor cell growth suppression | viability, % at 10 µM | actives 1.5% (n = 140,000) | HCT116 beta-catenin knockout viability, CellTiter-Glo, 60 h; active compounds read low;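 active means viability at or under a set limit, the compound median less 4 SD, cut at about 6% in these data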;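 further: 0% = Hyamine 1622 control at 20 µM and 100% = untreated cell control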
MRP1 act: activates MRP-1; actives 0.61% (n = 140,000); viability increase, % at 10 µM; H69AR cells + doxorubicin, viability rescue, CellTiter-Glo; AID 799;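 active means viability gain under doxorubicin at or above a set limit, the compound median plus 3 SD, cut at about 4.7% in these data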;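 further: MRP-1 overexpressing cells given doxorubicin 25 µM after compound pretreatment; 18-22 h compound pretreatment then 72 h with doxorubicin before readout; 0% = doxorubicin-only wells and 100% = vehicle-treated cells without doxorubicin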
Yeast lifespan up: yeast lifespan extension | actives 0.68% (n = 130,000) | inhibition of the nicotinamide effect, % at 10 µM | S. cerevisiae growth with nicotinamide, OD615; deaD strain in restrictive glucose medium;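 active means inhibition above a set limit, placed 3 SD over the median of all compounds, cut at about 26% in these data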;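 further: 0% = nicotinamide-treated wells and 100% = cells grown without nicotinamide; some compounds called inactive have numbers as strong as hits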
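Test system – modified budding yeast, DeaD strain · Compound – single dose 10 µM compound, 0.25% DMSO · Times – culture preincubation 4 h, compound exposure 48 h, both 30 °C · Detection – optical density (absorbance) at 615 nm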
BB579 growth dn: reduces growth of yeast BB579 in restrictive medium; inhibition, % at 10 µM; AID 804; S. cerevisiae BB579 growth, OD615, 48 h; actives 0.51% (n = 140,000);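 active means inhibition above a set limit, 3 SD over the mean compound inhibition, cut at about 44% in these data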; further: inactives centre near -24
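Test system: Saccharomyces cerevisiae DeaD strain BB579, replicative lifespan model yeast | Buffer or medium: Restrictive CSMM-D medium | Doses: One dose, 10 µM compound with 0.25% DMSO | Incubation: 48 h exposure, 30 °C | Detection: Culture absorbance at 615 nm | Control set: Amphotericin B at 10 µg/mL as positive control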
NPY-Y2 antag: blocks the human neuropeptide Y Y2 receptor | inhibition, % at 2.7 µM | NPY-Y2 expressing cells, antagonist mode | actives 0.99% (n = 140,000) | AID 793; in the data active means inhibition above about 17%;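 further: 0% = vehicle with agonist challenge and 100% = reference antagonist with challenge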
Target sequence (P49146 whole entry, looked up): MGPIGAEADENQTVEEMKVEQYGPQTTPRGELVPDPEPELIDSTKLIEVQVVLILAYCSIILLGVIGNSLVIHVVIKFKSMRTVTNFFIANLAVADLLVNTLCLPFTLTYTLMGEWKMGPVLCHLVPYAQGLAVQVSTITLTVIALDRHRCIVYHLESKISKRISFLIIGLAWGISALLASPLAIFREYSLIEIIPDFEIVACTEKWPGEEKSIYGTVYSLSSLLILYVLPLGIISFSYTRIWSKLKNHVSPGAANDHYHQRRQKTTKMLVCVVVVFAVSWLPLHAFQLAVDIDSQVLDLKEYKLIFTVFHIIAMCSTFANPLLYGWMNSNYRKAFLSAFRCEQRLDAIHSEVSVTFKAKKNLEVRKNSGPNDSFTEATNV
E-sel TNF inh: TNF alpha driven E-selectin expression inhibition; AID 1246; inhibition, % at 2 µM; actives 0.71% (n = 120,000); HUVEC TNFa-induced E-selectin immunofluorescence, high content;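 active means inhibition above the batch mean plus 3 SD, and confirmed as a hit on visual image review, cut at about 43% in these data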;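 further: 0% = TNF-stimulated DMSO wells and 100% = unstimulated control wells; not every result past the cut was called active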
Measles CPE: protection of cells from measles virus; Measles virus-infected cells, CPE protection, absorbance; protection (pct of control), % at 4 µM; actives 1.5% (n = 140,000); AID 841; in the data active means protection mostly above about 24%, no sharp cut-off; inactive means mostly below about 26%; further: some compounds called inactive have numbers as strong as hits
HCT116 PTEN-null: suppresses growth of cells with PTEN deletion. HCT116 PTEN-null viability, CellTiter-Glo, 60 h; active compounds read low. viability, % at 10 µM. actives 1.2% (n = 140,000). AID 827;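 active means viability at or below a set limit, 4 SD under the median of all tested compounds, cut at about 3.7% in these data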;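 further: PTEN knockout HCT116 line with beta catenin targeted HCT116 as companion control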
GALR2 blocker: antagonists of human galanin receptor 2 (GALR2); GALR2-expressing cells, antagonist mode; O43603; inhibition, % at 4 µM; actives 0.39% (n = 140,000); in the data active means inhibition above about 27%;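 further: cells stimulated with galanin 1-16 at roughly its EC80; 0% = agonist challenge control and 100% = basal control without agonist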
Target sequence (O43603 whole entry, looked up): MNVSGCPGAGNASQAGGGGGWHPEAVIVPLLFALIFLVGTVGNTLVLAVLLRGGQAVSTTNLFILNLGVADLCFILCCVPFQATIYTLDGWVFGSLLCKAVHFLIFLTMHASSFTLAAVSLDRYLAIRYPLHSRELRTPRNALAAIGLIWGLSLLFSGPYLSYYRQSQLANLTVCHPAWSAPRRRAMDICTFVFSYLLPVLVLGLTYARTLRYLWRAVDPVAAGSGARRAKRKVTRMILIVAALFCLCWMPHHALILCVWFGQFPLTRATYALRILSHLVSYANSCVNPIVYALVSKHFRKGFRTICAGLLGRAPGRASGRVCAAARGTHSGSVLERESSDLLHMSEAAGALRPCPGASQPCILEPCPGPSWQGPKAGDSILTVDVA
Phagocytosis inh: macrophage phagocytosis inhibition; J774A.1 macrophage IgG-bead phagocytosis, imaging; inhibition, % at 5 µM; actives 0.07% (n = 110,000);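 active means inhibition above the mean of the plate negative controls plus 5 SD, cut at about 13% in these data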;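 further: phagocytic index as fraction of beads internalized from green versus red external bead signal; plate controls were DMSO negative control for no effect and cytochalasin-D positive control for full effect; some results beyond the cut were filed as inactive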
* marks the source's active call; other numbers are inactive results; . = not tested or not shown.

SMILES,bCat KO growth,MRP1 act,Yeast lifespan up,BB579 growth dn,NPY-Y2 antag,E-sel TNF inh,Measles CPE,HCT116 PTEN-null,GALR2 blocker,Phagocytosis inh
CCCCC(=O)N/N=C/c1c(O)n(CCc2ccc(OC)c(OC)c2)c(=O)[nH]c1=O,97,0.9,-1,-14,3,.,11,112,-10,-5
CN(C)C(=O)CSc1nnc([C@@H](N)Cc2ccccc2)o1,106,0.3,-5,5,-2,4,4,108,8,-2
CCCn1ncc(C(=O)O)c1C,99,0.3,-4,-34,-2,9,-1,108,3,0
Cc1ccc(C)c(OCC(=O)N2CCCN(C)CC2)c1,89,-1.8,0,-44,-2,0,13,89,7,.
O=C(CCN1CCCCC1)NCC(=O)Nc1ccc(Br)cc1C(=O)c1ccccc1,81,-3.0,0,-39,5,-46,22,84,-2,.
COCCn1cc(C(=O)N2CCC3(CC2)OCCO3)c2c3ccccc3n(C)c2c1=O,96,-3.5,-15,-43,6,29,14,96,13,-2
O=C(COc1ccc2ccccc2c1)N1CCN(Cc2c[nH]c3ccccc23)CC1,60,-2.3,-15,-86,6,.,10,56,8,0
C=CCn1c(O)c(N=Nc2c(C)n(C)n(-c3ccccc3)c2=O)c(=O)[nH]c1=S,21,-2.5,0,-7,-1,.,5,18,-6,0
O=C(O)C1(c2ccc(Cl)cc2)CCC1,97,0.0,17,-61,4,-12,19,112,7,-1
Cc1oc(C(=O)Nc2ccc(O)cc2)cc1COc1ccccc1,91,-4.7,-7,-27,5,-18,22,94,12,1
C#CCN1C(=O)C2(C(C#N)=C(N)OC(C)=C2C(=O)OCc2ccccc2)c2ccccc21 (stereo unspecified),52,-5.3,-7,-32,3,.,8,42,4,-1
CCC(=NCc1ccco1)c1c(O)n(Cc2ccccc2)c(=O)[nH]c1=O,96,-2.5,29,-30,-2,-6,4,87,-7,1
COc1ccc(N2CCN(C(CNC(=O)Oc3ccccc3)c3cccnc3)CC2)cc1 (stereo unspecified),87,-3.1,2,-9,0,-11,1,83,11,3
CCCCCn1c(=O)c(C(=O)NCc2ccncc2)c(O)c2ccccc21,19,-2.5,0,0,10,.,26,16,-2,1
CCCCCCN=C(CC)c1c(O)n(CCCC)c(=O)[nH]c1=O,91,-0.9,-7,-84,7,.,14,94,1,-2
Cc1cc(Oc2ccc(C(F)(F)F)cc2[N+](=O)[O-])c2c3c(c(=O)oc2c1)CCC3,88,-1.2,4,-29,0,-5,2,89,-1,-3
CC(=O)Nc1ccccc1C(=O)OCC(=O)c1ccccc1Cl,97,0.7,-2,-24,1,.,9,99,-10,-1
Clc1cccc(Cl)c1C1N2CCCN12 (stereo unspecified),102,-0.5,-4,-37,4,16,6,107,1,-1
O=C(c1cccnc1)c1cc2ccccc2[nH]1,96,2.3,-6,-40,0,.,2,105,-2,-3
Cc1cccc(OP(=O)(Oc2cccc(C)c2)OC(c2ccccc2)C(F)(F)F)c1 (stereo unspecified),67,-2.3,9,-28,17,-9,1,63,9,-3
Cc1cccc(N2C(=O)/C(=C/c3ccc(N4CCN(C)CC4)o3)C(=O)NC2=S)c1C,77,-1.0,-2,-10,1,8,12,87,7,7
Cc1nc2cc(C(=O)N3CCC4(CC3)OCCO4)ccc2n1-c1cccc(F)c1,98,-1.7,-11,8,3,-5,35,95,5,-2
O=c1[nH]c(=S)n(-c2ccc(Br)cc2)c(O)c1C=Nc1ccc(N2CCOCC2)cc1,96,-1.4,0,-53,0,.,9,100,12,1
CCOc1ccc(-n2c(O)c(C=Nc3ccc(N4CCOCC4)cc3)c(=O)[nH]c2=O)cc1,98,-0.8,11,-49,-1,14,6,110,-1,0
COc1ccc(C2=NCC(=O)N(CC(=O)NCc3ccco3)c3sc4c(c32)CCCC4)cc1OC,76,-4.6,-11,-35,0,.,12,71,-1,0
CC1CCCN(C(=O)CCl)C1 (stereo unspecified),82,-4.8,7,-20,1,.,15,84,12,-2
O=P(c1ccccc1)(c1ccccc1)N1CCCCC1,96,-0.4,-3,-20,3,-13,15,89,8,-1
CCOc1ccc(C2SCC(=O)Nc3c2c(=O)[nH]n3C2CCCCCC2)cc1 (stereo unspecified),94,-1.9,-19,-59,6,.,5,76,0,2
c1ccc2cc(CC3=NCCN3)ccc2c1,91,-1.6,-14,-14,3,.,4,84,-1,1
COc1cc(/C=N/NC(=O)CN2CC(c3ccccc3)CC2=O)ccc1OC(=O)N(C)C (stereo unspecified),100,-0.1,1,-71,0,-3,23,112,1,.
O=C1CN=C(c2ccc(Br)cc2)c2oc3ccccc3c2N1,42,-2.0,21,-78,2,.,26,49,1,0
S=C1NCCN1,94,-1.8,10,-39,5,.,14,101,2,.
Nc1cccc(N=Cc2c(O)n(Cc3ccc(F)cc3)c(=O)[nH]c2=O)c1,96,-1.8,2,-54,3,-16,19,94,-3,.
FC(F)(F)c1cccc(-n2nnnc2C2(N3CCOCC3)CCCCC2)c1,55,-3.7,-23,-21,2,5,5,59,10,2
Cc1c(C(c2ccccc2Cl)c2c(O)c3ccccc3oc2=O)c(=O)n(-c2ccccc2)n1C (stereo unspecified),99,-1.2,21,-49,5,.,21,106,0,-4
Nc1c(C(=O)NCCCc2ccccc2)c2nc3ccccc3nc2n1Cc1cccs1,2.9*,-2.6,-7,-36,3,7,7,1.9*,-3,1
CC(=NCC1CCCO1)c1c(O)n(-c2ccccc2)c(=O)[nH]c1=O (stereo unspecified),103,-0.9,-11,4,3,6,8,106,4,-1
COc1cccc(NC(=O)CN2CC(c3ccccc3)CC2=O)c1 (stereo unspecified),101,-2.5,-10,-2,1,13,15,93,9,0
O=C1CC(=O)N(c2cccc(Cl)c2)C(=O)N1,99,0.6,-4,8,3,5,15,89,-4,-2
O=C(Nc1ccc2ccccc2c1)c1nn(C23CC4CC(CC(C4)C2)C3)cc1Br,75,-3.4,-11,-14,2,-25,3,71,-5,2
COc1ccc([N+](=O)[O-])cc1N=Cc1c(O)n(CCc2ccccc2)c(=O)n(C(C)C)c1=O,82,-2.3,-2,-36,0,24,22,71,-3,-2
COc1ccc(N2C(=O)NC(=O)C(CCc3ccncc3)(CCc3ccncc3)C2=O)cc1,92,-1.8,.,-24,1,10,4,93,8,.
CCN1CC=C(c2c[nH]c3ccccc23)CC1,79,-1.1,-1,-18,2,7,18,85,-1,0
NS(=O)(=O)c1ccc(N=Cc2c(O)n(C3CCCCC3)c(=O)n(C3CCCCC3)c2=O)cc1,17,-3.4,33*,-49,-1,.,23,.,-15,0
N#Cc1ccccc1Cn1cc(C(=O)C2CC2)c2ccccc21,70,-1.2,-17,-10,11,-36,2,74,0,1
COc1cc(C(c2c(C)[nH]n(-c3ccccc3)c2=O)c2c(C)[nH]n(-c3ccccc3)c2=O)cc(OC)c1OC,88,0.1,-16,-6,11,-34,6,86,0,.
c1ccc(-c2nc(N3CCOCC3)s[n+]2-c2ccccc2)cc1,99,-1.4,2,-44,1,.,8,98,-7,-4
CC(=O)N1CCN(c2ccc(N=Cc3c(O)n(-c4ccc(Cl)cc4)c(=O)[nH]c3=O)cc2)CC1,100,-0.5,-8,-9,0,11,17,96,2,1
Cn1c(=O)c2nncnc2n(C)c1=O,86,-2.5,4,-19,-1,-12,6,92,4,-1
CCCCNC(=O)Nc1ccc(C(O)(C(=O)OCC)C(F)(F)F)cc1 (stereo unspecified),90,-0.8,-3,3,0,-20,18,93,12,0
CCN1C(=O)NC(=O)/C(=C/c2cc(C)n(-c3sc(C)c(C)c3C#N)c2C)C1=O,100,-3.1,15,-26,3,.,17,85,-13,12
CN(C)c1cc(N)c2c(n1)CCC2 (tested in a mixture with another compound),100,-0.7,3,-46,2,-17,5,96,12,0
CCC1CCCCN1CC(=O)c1ccc(OC(F)F)cc1 (stereo unspecified),88,-0.1,2,-8,-1,.,3,92,-3,-3
O=C1C2CCN(CC2)[C@@H]1Cc1ccc2ccccc2c1O,80,-0.5,1,-48,0,-7,9,92,7,1
C=C(C)Cn1c(=O)n(CC2CS2)c2ccccc21 (stereo unspecified),65,-5.5,6,-47,1,.,13,70,-15,-1
CC(=Nc1ccc2c(c1)CCC2)c1c(O)n(C2CCCCC2)c(=O)[nH]c1=O,54,-2.3,-14,-23,2,27,3,95,0,-1
CN1C(=O)/C(=C/c2cccn2-c2ccc3ccccc3c2)C(=O)NC1=S,82,-4.4,49*,-10,1,79*,5,91,4,-2
Cc1ccc(S(=O)(=O)Cc2ccc(C(=O)N3CCC4(CC3)OCCO4)o2)cc1,94,-2.1,-25,-22,2,3,2,88,1,-1
CCN(CC)c1ccc(N=Cc2c(O)n(-c3cc(OC)ccc3OC)c(=O)[nH]c2=O)cc1,3.0*,0.3,-13,-14,-1,-24,25,24,3,.

Bioassay records as filed in PubChem.

These rows are one share of the data; the hit share may differ from the screen's.
